TGFb SMAD3 inh: blocks TGF-b signaling | Potency, µM (top dose mostly 46.1 µM), for inactives: at the top dose activity, negative = inhibition, usual class: inhibitors | HepG2 CAGA-GFP TGF-b/SMAD3 reporter, GFP fluorescence, 18 h; TGF-beta stimulated, 500 pg/mL final | actives 1.2% (n = 410,000); further: potency means the concentration at half of the fitted maximal effect; on the % scale 0 is the no-effect control and ±100 the full control effect; nearly all actives have a fitted effect of over 65% in size
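HEPG2 CAGA-GFP, 1000 cells/well; 2 h settle, 37 C; cpd via pin tool; TGF-b 500 pg/mL final; 18 h, 37 C; GFP imaging ex488/em500-530; %Activity normalised to -TGF-b and +DMSO controls; CRC fit, curve class.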
Nrf2 block: blocks Nrf2 signaling | A549 ARE-Fluc reporter, luciferase luminescence, 18-24 h | Potency, µM (series often up to 46 µM), without a hit: top-dose activity change, negative = inhibition, most hits filed as inhibitors | actives 2.1% (n = 360,000); further: potency means the concentration at half of the fitted maximal effect; on the % scale 0 is the no-effect control and ±100 the full control effect; nearly all actives have a fitted effect of over 60% in size
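Cells were seeded and rested 2 h, then exposed to compounds for 18-24 h. CellTiter-Fluor was read first as a viability measure. BugLite was added 15 min before the final luminescent read of ARE-luciferase activity in A549 cells.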
Nrf2 activator: activates Nrf2 signaling | AREc32 ARE-luciferase reporter (MCF7-derived line), luminescence, 24 h | Potency, µM (highest dose often 46.1 µM), inactives show top-dose activation, actives largely listed as activators | actives 0.31% (n = 410,000); further: potency means the concentration at half of the fitted maximal effect; % of control where 0% means no effect; nearly all actives have a fitted effect of over 65% in size
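For detection, Steady-Glo was added and plates sat 30 min at RT; before that, AREc32_Fluc cells grown overnight in OPTI-MEM/5% FBS had been treated with 23 nL compound for 24 hr at 37 deg C.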
CCT modulator: changes cytosolic chaperonin activity; purified chaperonin ATPase assay, HTRF ADP detection, 30 min; activity change, % (concentration not given with the values), hits read low; actives 0.3% (n = 360,000); AID 651819; in the data active means activity change below about -30%; further: on the % scale 0 is the no-effect control and ±100 the full control effect
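Nucleotide hydrolysis assay: TRiC at 20–40 nM final (set by batch activity) with 10 uM ATP, 30 min at 37 °C, in presence of 76 uM compound. Detection by competitive ADP HTRF, 30 min ambient.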
S2 tox: viability counter-screen for ATXN expression inhibitors. S2 cells (HEK-293 line with an ATXN2-luciferase reporter) viability, CellTiter-Fluor protease fluorescence, 24 h. actives 0.49% (n = 400,000). Potency, µM (doses to about 56.7 µM), most hits filed as cytotoxic; further: potency means the concentration at half of the fitted maximal effect; nearly all actives have a fitted effect of over 40% in size
A549 tox: counter-screen for Nrf2 inhibitors: cytotoxicity in A549 cells; A549 ARE-Fluc cells, CellTiter-Fluor viability, 18-24 h; Potency, µM (highest dose often 46 µM), inactives show top-dose activity change, negative = cytotoxicity, most hits filed as inhibitors; actives 0.16% (n = 390,000); AID 504648; further: potency means the concentration at half of the fitted maximal effect; on the % scale 0 is the no-effect control and ±100 the full control effect
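A549 ARE_Fluc cells in 5% FBS OPTI-MEM were exposed to compounds in concentration-response for 18-24 h at 37 deg C. Viability was read by CellTiter-Fluor fluorescence (Ex 405/Em 525) after 30 min, before the luciferase read.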
Akt phos inh: blocks phosphorylation of Akt | Neuro2A IGF-stimulated pAkt S473 HTRF, 20 min; stronger effect = lower value | activity change, % for hits at 50 µM | actives 0.32% (n = 360,000) | AID 651550; in the data active means activity change below about -80%; inconclusive means mostly about -51% to -80%; further: on the % scale 0 is the no-effect control and ±100 the full control effect
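Single-point screen (50 µM final compound) in Neuro2A cells stimulated 20 min with 6 nM IGF at 37 deg C. After lysis, Ser473-phosphorylated Akt read by HTRF (ex 330 nm, em 615/665 nm) as the 665/615 ratio.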
Mm-Cpn inhibitor: M. maripaludis TRiC chaperonin inhibition. purified Mm-Cpn ATPase, ADP Transcreener TR-FRET. Potency, µM (highest dose often 76.9 µM), for the others: at the top dose activity, negative = inhibition, usual class: inhibitors. actives 0.031% (n = 330,000). AID 504842; further: potency means the concentration at half of the fitted maximal effect; on the % scale 0 is the no-effect control and ±100 the full control effect; nearly all actives have a fitted effect of over 80% in size
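ATP (10 uM final) was added to archaeal chaperonin (25 nM final) after 10 min exposure to test compound at 37°C; after 30 min further incubation, ADP was detected by competitive TR-FRET.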
HepG2 tox: HepG2 cytotoxicity, counter-screen for TGF-b inhibitors | actives 0.76% (n = 410,000) | HepG2 CAGA-GFP viability, ATP luminescence, 18 h | AID 588856 | Potency, µM (doses to about 46.1 µM), for inactives: top-dose activity change, negative = cytotoxicity, usual class: cytotoxic; further: potency means the concentration at half of the fitted maximal effect; some results filed as inactive show a strong effect at the top dose
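CellTiter-Glo luminescence gave cytotoxicity after 18 hours at 37 degrees C. The cells were HepG2 CAGA-GFP in 1% FBS DMEM, stimulated with 500 pg/mL TGF-beta after compound addition. %Activity was normalised to no-cell wells (complete cell-killing) and DMSO (no toxicity), and curves were fitted and classified.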
Active calls of the source: *; i = inactive; ? = inconclusive; . = no result given; [ ] = remark or other dose. Unless noted, the call rests on the fitted dose curve; in most records, active means well fitted curve in the direction sought with a large enough effect; inconclusive means small, poorly fitted or top-dose-only effect, or another doubt; inactive means no such curve, though single readings can be large; an effect the other way counts as inactive or inconclusive.

Values run as follows: TGFb SMAD3 inh | Nrf2 block | Nrf2 activator | CCT modulator | S2 tox | A549 tox | Akt phos inh | Mm-Cpn inhibitor | HepG2 tox
1) CCc1ccc(C2=C/C(=C/c3cccnc3)C(=O)O2)cc1
  2% | 14% | -0.2% | -0.4 | i | 1% | i | -1% | 2%
2) Cc1ccc(Cn2c(C(C)NC(=O)c3ccccc3)nc3ccccc32)cc1 (stereo unspecified)
  -5% | -19% | 0.0% | . | ? | 3% | . | . | -2%
3) Cc1cc(C)c2c(=O)[nH]c(SCC(=O)Nc3ccc(N(C)C)cc3)nc2n1
  -12% | ? | -0.4% | 1.2 | i | 9% | i | -6% | -4%
4) CCCC(=O)Nc1ccc(Cl)c(NC(=S)NC(=O)c2cc3ccccc3o2)c1
  -7% | ? | 0.7% | 0.5 | ? | -1% | i | 3% | -17%
5) COc1cc(CCC(=O)NNC(=O)c2ccc(C)cc2)cc(OC)c1OC
  30% | -4% | -0.1% | 0.7 | i | 3% | i | -9% | 1%
6) Cn1c(-c2ccc(S(=O)(=O)N3CCCC3)cc2)csc1=Nc1ccc(Cl)c(Cl)c1
  ? | 3.3µM* | -0.9% | . | . | -5% | . | . | -32%
7) CC(C)NC(=O)C1CCN(Cc2cccc(OCc3ccccc3)c2)CC1
  -3% | . | 3.9% | 0.9 | i | . | i | . | -20%
8) CCCCCNC(=O)C1CCC(Cn2c(=S)[nH]c3ccccc3c2=O)CC1 (stereo unspecified)
  -1% | ? | -0.4% | 1.3 | i | 0% | i | 0% | 0%
9) Cc1ccc(-n2c(-c3cnccn3)n[nH]c2=S)cc1
  -11% | 1% | 0.8% | 0.0 | i | -2% | i | 0% | -9%
10) Cc1ccsc1C(=O)NCC(C)(C)N1CCOCC1
  -4% | 13% | -1.4% | -2.2 | i | -1% | i | -3% | -1%
11) CN(N)c1nc(-c2ccccc2)cc(-c2ccccc2)n1
  11% | -6% | 0.1% | -4.5 | i | 17% | i | 1% | -1%
12) COc1ccc(-n2nc3c(N4CCC(C(=O)NCc5cccc(F)c5)CC4)nnc(C)c3c2C)cc1
  10µM* | ? | 4.0% | . | ? | ? | . | . | 16µM*
13) COC(=O)c1c(C)[nH]c(C(=O)/C=C/c2ccc(Cl)cc2)c1C
  ? | -9% | 3.8% | -1.6 | ? | -9% | i | -5% | 1%
14) C/C(=C\c1ccccc1)C(=O)c1c(C)cc(C)[nH]c1=O
  7% | -17% | 6.1% | -1.2 | . | 1% | i | -11% | 5%
15) COc1cccc(-c2n[nH]nc2C2=CC(=O)CC(C)(C)C2)c1
  12% | . | -0.9% | -0.3 | i | . | i | . | -4%
16) COCCCNC(=O)c1nn(C)c2c1CS(=O)(=O)c1ccccc1-2
  20% | -2% | 0.9% | . | i | 2% | . | . | -4%
17) CSc1nnc2c(n1)OC(c1cn(C)c3ccccc13)N(C(C)=O)c1ccccc1-2 (stereo unspecified)
  15% | 18% | 2.4% | -0.2 | i | -3% | i | 0% | 8%
18) Cc1ccn(CC(=O)O)c(=O)c1
  -17% | 9% | -0.8% | 0.8 | i | 2% | i | 1% | -6%
19) COc1ccc(NC(=O)c2ccc(-c3c(C)noc3C)c3ccoc23)cn1
  23% | . | 15% | 1.5 | i | . | i | . | -28%
20) Cc1cc(OCCCC(=O)NCCN2C(=O)S/C(=C\c3cccnc3)C2=O)ccc1Cl
  -9% | ? | 0.1% | 0.4 | i | ? | i | 3% | -12%
21) COCCn1c(=NC(=O)c2ccc(S(=O)(=O)N3CCCc4ccccc43)cc2)sc2cc(S(C)(=O)=O)ccc21
  -3% | -5% | -0.4% | -2.4 | ? | 1% | i | -2% | 13%
22) O=C(/N=C1\NC(=O)C(F)(C(F)(F)F)S1)NC1CCCCC1 (stereo unspecified)
  0% | . | 0.3% | -0.7 | i | -10% | i | -8% | 6%
23) O=c1c2c(-c3ccccc3)csc2ncn1/N=C/c1cccc([N+](=O)[O-])c1O
  -12% | ? | 2.2% | 1.7 | i | 3% | i | 3% | -17%
24) COC(=O)c1c(NC(=O)CSc2nnnn2-c2ccccc2)sc2c1CCC(C)C2 (stereo unspecified)
  -1% | -8% | 0.1% | -3.1 | i | 1% | i | 0% | -15%
25) O=c1c2cc(NC(=S)NC3CCCC3)ccc2nc2n1CCCCC2
  -3% | ? | 3.8% | -3.8 | i | 6% | i | -1% | -1%
26) CCC1(C)Cc2c(sc3nc4n(c(=O)c23)CCCS4)CO1 (stereo unspecified)
  19% | 1% | -0.8% | 1.6 | i | 2% | i | . | -2%
27) CNc1nc2ccccc2n1CC(=O)c1ccccc1
  8% | 11% | 2.7% | -3.3 | i | -1% | i | 1% | 13%
28) O=C(O)C1=C[C@H](C2CC2)C[C@H](OCCCCO)O1
  -14% | 12% | 0.2% | -0.6 | i | -4% | i | . | -10%
29) CN1c2ccccc2N(C)C1(C)c1ccccc1
  ? | 7% | -0.4% | -29 | i | -6% | i | -5% | -41%
30) COc1cc([N+](=O)[O-])cc(/C=N/NC(=O)C(C)Nc2ccccc2C)c1O (stereo unspecified)
  -13% | -2% | -1.1% | 0.3 | i | ? | i | 0% | -12%
31) CCOc1ccc2nc(N3C(=O)/C(=C/c4ccccc4)NC3=S)sc2c1
  -19% | -18% | 4.3% | 2.6 | i | ? | i | -1% | -13%
32) COc1ccc(C2/C(=C(/O)c3ccc(C)cc3)C(=O)C(=O)N2c2ccccn2)cc1OC (stereo unspecified)
  1% | -10% | 0.5% | 1.0 | i | -12% | i | 1% | 2%
33) CC(C)(C)c1ccc(C(=O)N/N=C/c2ccc(OCCCF)cc2)cc1
  -5% | -2% | -0.5% | -4.0 | i | 0% | i | -1% | -12%
34) CCN(Cc1ccccc1)C(=O)c1ccccc1C
  -35% | 9% | -0.6% | -3.4 | i | 0% | i | -5% | 1%
35) O=C(c1ccc(Br)cc1)c1cc2ccc(O)cc2oc1=O
  -11% | -1% | ? | -1.5 | ? | -1% | i | 4% | 2%
36) O=C(Cc1ccc(Cl)cc1)NCCc1c[nH]c2ccccc12
  -1% | 3% | -1.1% | 0.6 | i | 3% | i | . | -18%
37) C=CCNC(=O)COC(=O)c1cccnc1Nc1ccccc1F
  8% | 12% | 4.3% | -0.4 | i | 10% | i | -8% | -1%
38) O=C1c2ccccc2C(Nc2ccc(S(=O)(=O)N3CCOCC3)cc2)N1c1cccnc1 (stereo unspecified)
  10% | -22% | 0.1% | 0.1 | i | -14% | i | -1% | -48%
39) Cc1cc(-c2nc3cccnc3s2)ccc1NS(=O)(=O)c1ccc2c(c1)OCCO2
  -26% | ? | 13% | -1.2 | . | 6% | i | -14% | -36%
40) O=S(=O)(c1cccc(Cl)c1Cl)N1CCCCC1
  1% | . | -0.7% | -1.0 | i | 1% | i | -2% | -12%
41) Cc1ccc(CCNC(=O)c2cn(C)c3ccc(S(=O)(=O)N4CCC(C)CC4)cc3c2=O)cc1
  2% | 5% | 0.6% | . | i | 1% | . | . | -8%
42) COc1cc(NC(=O)CN(c2ccc(C)cc2)S(=O)(=O)c2c(C)nn(C)c2C)cc(OC)c1
  -21% | -15% | 2.5% | 1.1 | i | . | i | -1% | -7%
43) c1nnc(-c2ccc3c(c2)OCO3)o1
  81%[activator] | ? | 0.1% | 0.4 | i | 0% | i | -1% | 0%
44) COc1ccc(/C=C2/N=C(SCC(=O)Nc3cc(C)on3)N(c3ccccc3)C2=O)cc1
  38%[activator] | 0% | 0.4% | -5.6 | i | -5% | i | 0% | -7%
45) Cc1cccc(C)c1-n1nnnc1C1(Nc2ccccc2)CCCCC1
  ? | ? | 0.3% | 0.4 | i | ? | i | -1% | 10%
46) Cc1c(NC(=O)C(C)OC(=O)c2ccc(Cl)nc2)c(=O)n(-c2ccccc2)n1C (stereo unspecified)
  12% | 1% | 2.1% | 0.8 | ? | -9% | i | 1% | 0%
47) CCCCSc1nnc([C@H](C)NC(=O)OC(C)(C)C)o1
  1% | -2% | -0.4% | -0.8 | i | -21% | i | 3% | -14%
48) COc1ccc(-c2nc(C)c(CCNC(=O)C(=O)Nc3ccccc3F)s2)cc1
  2% | . | -1.1% | . | i | -15% | . | . | 1%
49) O=C(CCc1nnc2ccc(N3CCC4(CC3)OCCO4)nn12)NCc1ccc(F)cc1
  -5% | ? | -0.6% | -1.7 | i | -4% | . | 3% | -4%
50) CCCCNC(=O)N1CCN(c2ncccn2)CC1
  7% | ? | 0.0% | 0.5 | i | -2% | i | 5% | -3%
51) Cc1cccc(NC(=O)CNC(=O)[C@H]2O[C@@H](n3cnc4c(N)ncnc43)[C@H](O)[C@@H]2O)c1C
  -19% | . | -1.2% | 0.9 | ? | . | i | . | -4%
52) O=C1CS/C(=C\S(=O)(=O)c2ccc(Cl)cc2)N1
  6% | -16% | 0.3% | 2.6 | i | -1% | i | -4% | 6%
53) COCc1nc2c([nH]1)c(=O)n(C)c(=O)n2CC(C)C
  18% | -18% | 0.8% | 2.7 | i | 7% | i | -4% | 0%
54) COCOc1cccc(CN2CCC2(C)C(=O)Nc2ccc(OC)c(OC)c2)c1 (stereo unspecified)
  2% | . | 3.9% | 0.9 | i | . | i | . | 1%
55) Cc1cccc(OCC(=O)N2CCCc3ccccc32)c1
  -24% | -1% | 0.6% | -0.1 | i | 4% | i | 2% | -12%
56) O=C(NCc1ccco1)c1[nH]c(C(F)(F)F)nc1-c1ccccc1
  -16% | . | 0.8% | -0.9 | i | . | i | . | -21%

3 compounds from above, limited to HepG2 tox and TGFb SMAD3 inh.
entry	SMILES	HepG2 tox	TGFb SMAD3 inh
43	c1nnc(-c2ccc3c(c2)OCO3)o1	0%	81%[activator]
44	COc1ccc(/C=C2/N=C(SCC(=O)Nc3cc(C)on3)N(c3ccccc3)C2=O)cc1	-7%	38%[activator]
45	Cc1cccc(C)c1-n1nnnc1C1(Nc2ccccc2)CCCCC1	10%	?
